TDP1 inh = TDP1 (human) enzyme inhibition; recombinant TDP1, AlphaScreen DNA substrate cleavage; actives 0.28% (n = 350,000); Q9NUW8; Potency, µM (top dose mostly 130 µM), for the others: at the top dose activity change, negative = inhibition, usual class: inhibitors; AID 485290; further: nearly all actives have a fitted effect of over 40% in size
Target sequence (Q9NUW8 whole entry, looked up): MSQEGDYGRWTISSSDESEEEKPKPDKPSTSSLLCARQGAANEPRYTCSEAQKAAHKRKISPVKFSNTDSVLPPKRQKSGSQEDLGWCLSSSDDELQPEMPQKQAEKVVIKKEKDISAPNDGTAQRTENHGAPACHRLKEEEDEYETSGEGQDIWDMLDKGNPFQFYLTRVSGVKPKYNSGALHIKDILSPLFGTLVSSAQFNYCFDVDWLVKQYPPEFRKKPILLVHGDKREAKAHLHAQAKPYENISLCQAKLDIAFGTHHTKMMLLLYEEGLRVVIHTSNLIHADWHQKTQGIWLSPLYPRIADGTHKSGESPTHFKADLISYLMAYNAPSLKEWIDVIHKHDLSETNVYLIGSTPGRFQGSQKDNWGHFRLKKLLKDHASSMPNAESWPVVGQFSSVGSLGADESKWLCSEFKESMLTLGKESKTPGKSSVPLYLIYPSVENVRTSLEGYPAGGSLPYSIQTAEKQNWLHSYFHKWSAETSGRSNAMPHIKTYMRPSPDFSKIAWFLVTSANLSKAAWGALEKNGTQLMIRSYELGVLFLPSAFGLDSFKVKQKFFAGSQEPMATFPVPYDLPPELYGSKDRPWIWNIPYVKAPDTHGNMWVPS
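AlphaScreen read-out: signal falls as enzyme removes the 3' tyrosine-FITC from a 5'-biotinylated DNA oligo (15 nM, 5 min, RT). Enzyme was E. coli-made recombinant Tdp1 at 1 nM, exposed to compound for 15 min beforehand; beads 10 ug/ml, 10 min.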
DT40 TDP1 no CPT = qHTS for Inhibitors of human tyrosyl-DNA phosphodiesterase 1 (TDP1): qHTS in cells in absence of CPT; Potency, µM (doses to about 46.2 µM), without a hit: at the highest dose activity change, negative = growth inhibition, actives largely listed as inhibitors; DT40 Tdp1-/- hTDP1 cells, no CPT, ATP luminescence, 48 h; AID 686978, 2013; actives 15% (n = 420,000); further: nearly all actives have a fitted effect of over 55% in size
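Readout: luminescence from CellTiter-Glo after 30 min in the dark at RT. Cells: DT40 Tdp1-/- with stable hTDP1, 400/well. Exposure: compounds alone, ≥48 hr, 37 °C.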
DT40 TDP1 CPT = growth inhibition of DT40 Tdp1-/-;hTDP1 cells with camptothecin (screen for TDP1 inhibitors). chicken DT40 Tdp1-/-;hTDP1 cells + 20 nM CPT, ATP luminescence, 48 h. Potency, µM (top dose mostly 46.2 µM), without a hit: at the top dose activity change, negative = growth inhibition, hits mostly inhibitors. actives 12% (n = 420,000). AID 686979; further: nearly all actives have a fitted effect of over 55% in size
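Chicken DT40 Tdp1-/- cells complemented with human TDP1, 400 cells/well, exposed to compounds plus 20 nM camptothecin for at least 48 h at 37 C; viability read as ATP content by CellTiter-Glo luminescence.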
Numbers without * were called inactive; ? = inconclusive; . = no result given; [ ] = remark or other dose. The call rests on the fitted dose curve; in most records, active means well fitted curve in the direction sought with a large enough effect; inconclusive means small, poorly fitted or top-dose-only effect, or another doubt; inactive means no such curve, though single readings can be large; an effect the other way counts as inactive or inconclusive. On the % scale 0 is the no-effect control and ±100 the full control effect; potency means the concentration at half of the fitted maximal effect. The order is random; any-hit rate near 18%.

SMILES	TDP1 inh	DT40 TDP1 no CPT	DT40 TDP1 CPT
CCN1C(=O)c2ccccc2S(=O)(=O)c2ccc(C(=O)NCCCN(CC(C)C)CC(C)C)cc21	.	-14.8%	5.0%
COc1ccc(S(=O)(=O)NC(N)=NCCc2ccccc2)cc1	-1.2%	-26.4%	?
COc1ccccc1-n1cnc2c(c1=O)c1nc3ccccc3nc1n2-c1ccc(C)cc1	2.7%	?	?
O=C(CSc1nnc(CNC(=O)c2c(F)cccc2Cl)o1)Nc1cccc(F)c1	0.0%	?	?
COc1cccc2cc(-c3nc(-c4ccc(Cl)cc4)cs3)c(=O)oc12	4.4%	?	-3.6%
CCc1nc2ccc(C(=O)N3CCN(S(=O)(=O)CC)CC3)cn2c1N(CC)CCN(C)C	.	-13.0%	0.4%
CCc1ccc(-n2c(=O)c3c4c(sc3n(CC(=O)c3ccc(Cl)cc3)c2=O)CCC4)cc1	-2.7%	2.59µM*	2.59µM*
COCc1cc(CN(C)C(=O)C2CCC(=O)N(Cc3cccc(OC)c3)C2)[nH]n1 (centres undefined)	0.3%	?	0.8%
CCCN1CCN(C(=O)Cn2nc(C)n3c(cc4c(OC)cccc43)c2=O)CC1	.	-25.0%	-4.9%
CCCSc1nsc(NC(=O)CCC)n1	4.9%	?	-23.4%
CC(C)c1ccc(OCC(=O)N(Cc2ccco2)C2CCS(=O)(=O)C2)cc1 (centres undefined)	.	0.2%	-15.7%
COc1ccc(OCC(=O)O/N=C(\N)c2ccc(OC)cc2)cc1	-2.6%	?	-13.1%
O=C(NC1=NCCS1)c1ccc(Cl)c(S(=O)(=O)N2CCCCC2)c1	2.5%	?	-14.1%
CCOc1ccc(OCCn2c(=S)[nH]c3ccccc32)cc1	.	-26.3%	-7.1%
COc1ccc(C(=O)NNC2=CC(=O)CC(C)(C)C2)cc1OC	2.6%	-4.2%	-11.4%
CC(NC(=O)CN1CCN(Cc2cccc(F)c2)CC1)c1ccccc1 (centres undefined)	2.9%	-3.8%	6.5%
O=C(CCC1CCCCC1)Nc1c2c(nn1-c1ccc(F)cc1)CS(=O)(=O)C2	-2.0%	-12.0%	-25.4%
CCOc1ccc(/C=N/NC(=O)CCC(=O)Nc2ccc(F)cc2)cc1	.	?	-5.1%
C/C=C/c1ccc(OCC(=O)OCc2csc(CC(=O)Nc3ccccc3C)n2)c(OC)c1	1.4%	-22.7%	-1.2%
S=C(Nc1ccc(Br)cc1)N1CCn2cccc2C1c1cccnc1 (centres undefined)	6.3%	?	?
CC(=O)c1cccc(S(=O)(=O)NC2CCCCCC2)c1	2.3%	1.3%	-9.5%
COc1cccc(C(=O)NCC(c2ccc(N(C)C)cc2)N2CCc3ccccc32)c1OC (centres undefined)	13.8%	14.6µM*	14.6µM*
N#Cc1c(-c2ccccc2)nc(N2CCOCC2)[nH]c1=O	1.1%	-28.7%	2.9%
CC(C)[N+]1(C)[C@@H]2CC[C@@H]1CC(OC(=O)C(CO)c1ccccc1)C2 (some centres undefined)	.	-7.6%	1.5%
O=C(/C=C/c1ccc(-c2ccccc2)o1)c1ccccc1	2.7%	?	?
O=C(c1ccco1)N1CCN(c2ncnc3sc4c(c23)CCC4)CC1	.	20µM*	?
CCN(CC)CCOc1ccc2c(c1)C(=O)c1cc(OCCN(CC)CC)ccc1-2	-10.7%[56.1 µM]	10.3µM*	14.6µM*
Cc1cc2oc(=O)cc(CN(C)Cc3cccc(F)c3)c2cc1C	.	-6.7%	?
c1ccc2c(c1)ncc1nncn12	0.9%	-19.7%	-6.2%
Cc1cccc(NC(=O)COc2ccccc2C(=O)NC(C)c2ccccc2)c1 (centres undefined)	2.0%	29.1µM*	?
O=C(Nc1sc2c(c1C(=O)O)CCC2)c1ccco1	1.3%	-27.9%	-1.0%
COc1ccc(C(C(=O)NC2CCCC2)N(C(=O)c2snc(-c3ccc(F)cc3)c2N)c2ccc(OC)cc2)cc1 (centres undefined)	4.0%	3.66µM*	8.2µM*
CC(C)CCN1CCN(Cc2cnc(N3CCCC3)s2)CC1CCO (centres undefined)	8.1%	-15.5%	-6.8%
O=C1CSC(c2cccc(F)c2)N1c1ccc(O)cc1 (centres undefined)	-9.1%	-4.2%	-27.8%
Cc1cc(NC(=O)CSc2nnc(C(F)(F)F)n2C)no1	0.0%	-9.3%	-13.4%
CC(NC(=O)[C@H](C)N1C(=O)N2CCc3c([nH]c4ccccc34)[C@@]2(C)C1=O)c1ccccc1 (some centres undefined)	.	?	16.4µM*
CS(=O)(=O)N1Cc2ccccc2CC1C(=O)OCC(=O)Nc1ccc2ccccc2c1 (centres undefined)	-5.1%	-9.3%	-1.6%
Cc1cccc(C)c1NC(=O)CSC(=O)c1sc2ccccc2c1Cl	0.0%	-2.5%	11.4%
CC(C)(C)c1ccc(C(=O)NC(=O)COC(=O)c2ccco2)cc1	-7.2%	-27.4%	?
O=C(NC(=O)c1ccccc1)Nc1ccc(-c2cc(C(F)(F)F)nn2-c2ccccc2)cc1	4.5%	-7.9%	-26.7%
O=C(CSc1c2c(nc3cc(Cl)ccc13)CCCC2)NCc1ccccc1Cl	3.8%	14.6µM*	18.4µM*
Cc1ccc(N(O)C(C)(C)C)cc1	.	16.4µM*	23.1µM*
COc1ccc(-c2[nH]c(-c3ccccc3)nc2SCC(=O)NCc2ccco2)cc1OC	0.0%	-29.6%	-7.1%
COC(=O)c1ccc(NC(=O)CCN2C(=O)C3CC=CCC3C2=O)cc1 (centres undefined)	1.8%	1.7%	-5.7%
CCOC(=O)c1c(C)oc2nc(C)nc(NCCc3ccc(S(N)(=O)=O)cc3)c12	6.3%	14.6µM*	23.1µM*
Cc1cc(N/N=C2\CC(C)CC(C)(C)C2)nc2ccccc12 (centres undefined)	7.1%	?	?
COC(=O)c1ccc(Cl)c(NC(=O)CSc2nnc(-c3ccncc3)o2)c1	4.2%	3.0%	-23.1%
COc1ccc(NS(=O)(=O)c2cccc(NC(=O)NC3CCCCC3)c2)cc1	2.8%	23.1µM*	?
O=C(COC(=O)/C=C/c1ccc(F)cc1)NC(=O)NCc1ccccc1	.	-1.1%	2.8%
C=CCN1C(=O)C(=Cc2ccc3c(c2)CCC3)SC1=S	.	?	-22.0%

Further structures:
SMILES	TDP1 inh	DT40 TDP1 no CPT	DT40 TDP1 CPT
Cc1nn(CC(=O)Nc2ccccc2)c(=O)c2ccccc12	2.2%	11.4%	-26.0%
COC(=O)[C@H](Cc1c[nH]c2ccccc12)NC(=O)CCCc1c[nH]c2ccccc12	.	-9.5%	-18.7%
CCOC(=O)[C@]12CCCC=C1N(CCc1ccc(OC)c(OC)c1)C(=O)[C@H](CC(=O)N1CCCCC1)C2	.	11.6µM*	14.6µM*
Cc1ccc(S(=O)(=O)N/N=C\c2ccccc2OCc2ccccc2)cc1	4.0%	18.4µM*	?
COc1ccc(C(=O)CC(C(=O)O)c2ccc3c(c2)OCO3)cc1OC (centres undefined)	.	5.0%	6.9%
CC1=N/C(=C/c2cc(Br)cc(Br)c2O)C(=O)O1	1.5%	-13.1%	-18.6%
CCCn1c(SCC(=O)Nc2nonc2C)nnc1-c1ccoc1C	4.7%	-10.7%	-11.2%
CCOc1ccc(CCNc2nc3ccccc3n3cnnc23)cc1OCC	.	18.4µM*	?
CCC1(CC)NC(=O)N(CC(=O)Nc2ccc(OCc3ccccc3)cc2)C1=O	-1.4%	18.4µM*	?
CC(OC(=O)c1cc(S(=O)(=O)N(C)C)ccc1N1CCCC1)C(=O)NCc1ccccc1 (centres undefined)	0.5%	-35.5%	5.9%
COc1ccc(/C=C2/SC(=O)NC2=O)cc1	4.8%	-25.8%	?
Cc1csc(SCC(=O)NC(C)c2ccccc2)n1 (centres undefined)	-2.5%	-2.8%	5.8%
COc1ccc([C@H]2CC(=O)C=C(c3cccc(CO)c3)C2)cc1OC	-0.6%	?	?
Cc1cc2n(n1)C(c1cccs1)Nc1ccccc1-2 (centres undefined)	4.7%	-10.0%	-4.9%
Cc1ccc(Cn2ncc3c(N4CCN(CCc5ccccc5)CC4)ncnc32)cc1	2.7%	?	?
O=C(CSc1nc2ccccc2s1)N1c2ccccc2Sc2ccc(Cl)cc21	0.0%	?	?
COC(=O)c1ccsc1NC(=O)C1=COCCO1	3.7%	-17.4%	-27.1%
Cc1ccccc1NC(=O)/C(C#N)=C/c1ccc(-c2ccc(Cl)c(C(=O)O)c2)o1	.	?	?
CCCN1C2CCCC1CC(NC(=O)c1cccc(Cl)c1)C2 (centres undefined)	.	?	-28.0%
CN(C)c1ccc(/C=C2\CCCc3c2nc2ccccc2c3C(=O)O)cc1	.	5.9%	8.7%
CCCc1cc(C(=O)Nc2cccc([N+](=O)[O-])c2)cs1	2.6%	-27.6%	?
CN=C1S/C(=C\c2c(OC)cc(OC)cc2OC)C(=O)N1C	0.0%	4.1%	12.4%
CCOC(=O)N1CCN(CC(O)COc2ccccc2[N+](=O)[O-])CC1 (centres undefined)	.	16.7%	3.6%
Cc1ccc(CN2CCN(C(=O)C3CCCO3)CC2)cc1 (centres undefined)	1.0%	-24.8%	-14.2%
CCOC(=O)c1sc(-c2ccc(OC)cc2)cc1N	-2.3%	-21.8%	?
COc1ccc(-c2nc3n(n2)C(c2ccc(OC)cc2)C(C(=O)Nc2cccnc2)=C(C)N3)cc1 (centres undefined)	.	-15.3%	-11.0%
COc1ccc(Nc2c(-c3ccc(Cl)cc3)nc3cnccn23)cc1OC	14.7%	?	-3.1%
CC(C)C[C@@H]1O[C@H](CCc2ccccc2)CC2=C1C(=O)OC(C)(C)O2	.	?	?
C=CCn1c(CCc2ccccc2)nnc1SCC(N)=O	5.3%	3.7%	-7.8%
CCCn1cnc2cc(NCc3cccc(OC)c3)ccc21	6.9%	?	-22.7%

Part of the list above, with bars between the fields.
SMILES | TDP1 inh | DT40 TDP1 no CPT | DT40 TDP1 CPT
CCCn1cnc2cc(NCc3cccc(OC)c3)ccc21 | 6.9% | ? | -22.7%
C=CCn1c(CCc2ccccc2)nnc1SCC(N)=O | 5.3% | 3.7% | -7.8%
CCOC(=O)c1sc(-c2ccc(OC)cc2)cc1N | -2.3% | -21.8% | ?
CN=C1S/C(=C\c2c(OC)cc(OC)cc2OC)C(=O)N1C | 0.0% | 4.1% | 12.4%
CCCc1cc(C(=O)Nc2cccc([N+](=O)[O-])c2)cs1 | 2.6% | -27.6% | ?

(further entries)
SMILES	TDP1 inh	DT40 TDP1 no CPT	DT40 TDP1 CPT
CN(C)S(=O)(=O)c1cccc(NC(=S)Nc2cccc3cnccc23)c1	-2.6%	13µM*	16.4µM*
CN(C(=O)c1cccnc1)c1nc(-c2ccccc2)cs1	2.0%	?	-2.6%
CC(C(=O)NCCC1=CCCCC1)c1ccc([N+](=O)[O-])cc1 (centres undefined)	5.4%	16.4µM*	?
C=CCOc1ccc(/C=N/NC(=O)c2c(C)nc3ccc(Cl)cn23)cc1	.	?	24.0%
CN1CCc2nc(SCC(=O)Nc3ccc(Cl)cc3)c(C#N)cc2C1	.	?	?
Cc1ccc(Cl)cc1N1CCN(C(=O)CCCCCn2c(=O)[nH]c3ccccc3c2=O)CC1	3.4%	0.651µM*	0.731µM*
CN(C1CCCCC1)S(=O)(=O)c1cccc(C(=O)OCC(=O)NC2CCCc3ccccc32)c1 (centres undefined)	0.0%	-0.1%	-6.2%
O=C(c1ccc(F)cc1)N1CCC(C(=O)N2CCN(S(=O)(=O)c3cccc(Cl)c3)CC2)CC1	-15.2%[0.505 µM]	?	-26.9%
CCOc1ccc(-c2ccc(SCC)nn2)cc1	4.8%	-16.2%	0.2%
CC(=O)N1N=C(c2ccc3nccnc3c2)CC1c1ccccc1 (centres undefined)	0.0%	-4.8%	-16.8%
CCc1ccc(NC(=O)c2ccc(F)c(S(=O)(=O)N3CCN(c4cc(C)ccc4C)CC3)c2)cc1	0.0%	?	?
COc1ccc(N=C2S/C(=C\c3ccc(C)s3)C(=O)N2CC(C)C)cc1	4.0%	-29.2%	-24.6%
Cc1cc(C)nc(SCc2nnc(SCc3ccccc3Cl)o2)n1	-2.1%	?	?

In another format: results already given.
Order of results – TDP1 inh, DT40 TDP1 no CPT, DT40 TDP1 CPT
C=CCOc1ccc(/C=N/NC(=O)c2c(C)nc3ccc(Cl)cn23)cc1
 : ., ?, 24.0%
CN1CCc2nc(SCC(=O)Nc3ccc(Cl)cc3)c(C#N)cc2C1
 : ., ?, ?
